# Vif inh: inhibitors of HIV Vif; HEK293T cells, Vif self-association by quenched fluorescence, imaging, 24 h; inhibition, % at 7.49 µM; 0.35% of 340,000 active; AID 602346; in the data active means inhibition above about 50%, passing the limit was not always enough; further: some results filed as inactive read as strong as hits
# Granule exo inh: blocks lytic granule exocytosis; TALL-104 LAMP-1 surface exposure, flow cytometry; cells stimulated with thapsigargin and PMA; inhibition, % at 10 µM; 0.66% of 360,000 active;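 active means inhibition above about 55%, limit read from the data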
# ABCB6 inh 2: inhibitors of human ABC transporter ABCB6. Q9NP58. K562-ABCB6 porphyrin accumulation, flow cytometry, 1 h; stronger effect = lower value. fluorescence ratio to DMSO, % at 10 µM. 0.19% of 360,000 active. AID 602162;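 active means fluorescence ratio to DMSO below 75%, the collection mean minus 3 SD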;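 further: signal is porphyrin accumulated inside mitochondria; 100% equals median channel fluorescence of DMSO control wells; lower ratio means ABCB6 inhibition with less porphyrin fluorescence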
# H9c2 protect: myocardial damage modulation in H9c2 cells. H9c2 cardiomyocytes, H2O2 injury protection, ATPLite, 2 h. protection from H2O2 cell death, % at 20 µM. 0.63% of 360,000 active. AID 588492;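 active means compounds giving at least 50% protection of heart cells from peroxide-induced death in the single-dose screen, raw or plate-pattern-corrected value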;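 further: 0% = DMSO wells with peroxide and 100% = DMSO wells without peroxide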
# aDG glyco up: increases alpha dystroglycan glycosylation; Pro5-aDG cells, alpha-DG glycosylation AlphaScreen (IIH6); 0% Pro5, 100% B10-LARGE cell signal; activation, % at 10 µM; 0.22% of 360,000 active; AID 624168;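 active means activation of at least 8% versus controls, or a plate z-score of at least 8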;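 further: Pro5 are CHO cells carrying HIG-tagged alpha-DG that lacks glycosylation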
# N-glyco inh: blocks N-linked glycosylation in D54 reporter cells; D54 ERlucT glycosylation luciferase reporter, 24 h; percent of 100 nM tunicamycin response; reporter increase, % at 12.5 µM; 0.23% of 360,000 active; AID 588692;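 active means mean luciferase reporter signal, scaled so untreated is 0 and the glycosylation-blocking control 100, at or above a set limit in every replicate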;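 further: luciferase carries N-glycosylation sites so blocking glycosylation raises the light; 0% = median of neutral control wells and 100% = median of 100 nM tunicamycin wells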
# m5-HT2A agonist: activates the mouse 5-HT2A serotonin receptor; P35363; CHO-K1 mHTR2A beta-arrestin complementation, luminescence; percent of 30 µM serotonin response; activation, % at 7.6 µM; 0.66% of 360,000 active; AID 624169;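 active means activation above a run cutoff, the mean activation of all tested compounds plus 3 SD, cut at about 14% in these data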;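 further: 0% = plate median of compound wells and 100% = 30 µM serotonin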
# Target sequence (P35363 whole entry, looked up): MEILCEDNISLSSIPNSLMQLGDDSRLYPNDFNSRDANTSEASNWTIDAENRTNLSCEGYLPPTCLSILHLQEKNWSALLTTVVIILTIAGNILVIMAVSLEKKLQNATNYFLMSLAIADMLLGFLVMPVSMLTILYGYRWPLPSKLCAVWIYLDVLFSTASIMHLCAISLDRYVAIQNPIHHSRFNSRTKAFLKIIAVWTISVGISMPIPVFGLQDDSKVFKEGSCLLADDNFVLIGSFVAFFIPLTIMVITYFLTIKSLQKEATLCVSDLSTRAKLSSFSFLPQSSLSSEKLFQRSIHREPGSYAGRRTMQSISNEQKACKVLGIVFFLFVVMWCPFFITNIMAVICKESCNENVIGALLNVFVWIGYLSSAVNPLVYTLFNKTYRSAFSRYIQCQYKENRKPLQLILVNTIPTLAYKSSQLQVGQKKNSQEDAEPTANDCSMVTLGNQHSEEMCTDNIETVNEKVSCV
# CaV13 ICDI inh: Disruptors of the CACNA1D IQ motif to Ca2+-dependent inactivation inhibitor domain association, primary screening, Förster resonance energy transfer in intact living …. HEK cells, CFP/YFP FRET ICDI-IQ, plate reader, 10 min; percent FRET-ratio fall versus neutral wells. inhibition, % at 12.3 µM. 0.098% of 340,000 active. AID 743397;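 active means mean replicate inhibition of at least 30% and at least 1% of replicates passing that level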;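 further: 0% = median of the neutral control wells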
# PDI turbidity: PDI (human) enzyme inhibition; P07237; PDI insulin aggregation turbidity, A650, 90 min; inhibition, % at 10 µM; 0.052% of 350,000 active; AID 588391;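 active means mean inhibition across replicates of 30% or more, whatever share of single replicates reach that level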;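 further: absorbance from insulin aggregation driven by PDI reduction with DTT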
# Target sequence (P07237 whole entry, looked up): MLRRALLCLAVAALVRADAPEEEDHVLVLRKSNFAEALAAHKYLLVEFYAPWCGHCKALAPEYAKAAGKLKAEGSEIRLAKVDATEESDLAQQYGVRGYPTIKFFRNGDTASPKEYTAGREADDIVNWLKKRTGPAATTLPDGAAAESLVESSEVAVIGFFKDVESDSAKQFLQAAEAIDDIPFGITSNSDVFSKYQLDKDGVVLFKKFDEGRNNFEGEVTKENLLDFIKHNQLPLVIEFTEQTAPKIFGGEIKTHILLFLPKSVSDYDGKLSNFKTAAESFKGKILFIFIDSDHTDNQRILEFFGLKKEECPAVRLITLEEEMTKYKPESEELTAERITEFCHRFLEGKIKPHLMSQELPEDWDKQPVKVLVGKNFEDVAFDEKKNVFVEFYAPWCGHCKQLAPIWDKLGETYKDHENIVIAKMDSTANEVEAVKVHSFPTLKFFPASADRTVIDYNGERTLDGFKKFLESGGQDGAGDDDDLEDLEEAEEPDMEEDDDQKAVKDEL
# hiPSC survival: hiPSC single-cell survival enhancement. ATPlite luminescence; 100% = ROCK inhibitor wells, 0% = DMSO. survival enhancement, % at 20 µM. 0.044% of 360,000 active; in the data active means survival enhancement above about 18%;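 further: cells exposed to compounds for 16 hours before the ATP read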
# An asterisk follows results filed as active; . = no result given; & = joins results of further samples.
smiles	Vif inh	m5-HT2A agonist	N-glyco inh	ABCB6 inh 2	hiPSC survival	Granule exo inh	CaV13 ICDI inh	PDI turbidity	H9c2 protect	aDG glyco up
Cc1cc2cccc(C)c2nc1SCC(=O)NCC1CCCO1 (centres undefined)	0	-6	0	90	1.0	-10	-6	4	8	-0.1
Cc1ccc(/C=C/c2ccc(=O)n(Cc3ccc(F)cc3)n2)cc1	-6	3	-3	100	-0.9	-1	-1	7	-16	0.5
CCn1c(SCC(=O)NCc2ccco2)nnc1-c1ccc(N)cc1	8	4	-1	103	-1.6	1	0	-3	6	0.1
COc1ccc(CNC(=O)CCCn2nc(C)c3c(C)n(-c4ccc(C)cc4)nc3c2=O)cc1OC	12	5	5	101	0.4	0	-13	1	-6	0.5
COc1cccc(C2CC(c3ccccc3C)n3nc(N)nc3N2)c1 (centres undefined)	-5	0	4	105	2.0	0	-3	.	0	0.2
CC(C)(C)OC(=O)NCCCC[C@H](NC(=O)c1[nH]cnc1C(=O)Nc1ccc(Cl)cc1)C(=O)OC(C)(C)C	-4	9	3	100	5.1	4	.	0	21	0.1
CN(C)CCNC(=O)c1c(CSc2ccc(Cl)cc2)noc1C(=O)NCc1ccccc1	2	1	3	92	-4.4	-4	-11	-1	7	1.1
O=C(OCc1ccc(Cl)c(Cl)c1)c1cccnc1Cl	2	-3	0	93	0.0	1	-4	6	-2	0.1
COc1ccc(/C=C(/NC(=O)c2ccco2)C(=O)N2CCCC2=O)cc1	1	0	2	102	1.4	-2	-7	0	-1	0.3
COc1ccc(NC(=O)CSc2nc3ccccc3c(=O)n2CCCN2CCCCC2)c(OC)c1	3	42*	-5	91	-4.6	3	-4	-2	0	0.2
O=C(COC(=O)c1ccc2c(c1)OCO2)Nc1ccccc1	-13	0	1	93	6.8	-2	-1	0	1	0.1
CN(C)c1ccnc2c[cH-]cc12.[Fe].c1ccc(-[c-]2[c-](-c3ccccc3)[c-](-c3ccccc3)[c-](-c3ccccc3)[c-]2-c2ccccc2)cc1 (centres undefined)	-1&-7	11&-1	-2&-20	90&87	-3.3&-1.6	-6&0	-5&-5	2&-6	-22&-15	-1.0&-1.2
Cc1cc(=O)oc(C)c1C(=O)Nc1ccccc1F	2	1	1	109	-0.5	14	-3	-10	0	0.3
CCN1CCN(c2cc(C)c3cc(NC(=O)c4cccs4)ccc3n2)CC1	6	-11	-3	91	-0.3	7	-6	5	10	0.1
COc1ccccc1C(=O)NCCC(=O)N1CCN(c2ccc(C(F)(F)F)cn2)CC1	-4	-3	1	86	-0.4	0	-7	0	-5	-0.1
Nc1ccccc1-c1ccccc1N	9	4	-2	97	1.1	0	5	3	-2	0.0
O=C(O)c1ccc(C=NN=Cc2ccco2)cc1	-6	1	-1	96	-0.8	-12	-7	-1	2	0.0
COc1ccc(S(=O)(=O)N2CCC(C(=O)NCCC(=O)Nc3cccc(OC)c3)CC2)cc1	-7	-1	-1	92	0.3	-4	-7	-6	-2	-0.2
Fc1ccc(-c2csc(N3CCOCC3)n2)cc1	-5	-1	0	100	0.6	-3	6	10	3	0.0
CCCCn1nnnc1C(C1CC1)N1CCN(C/C=C/c2ccccc2)CC1 (centres undefined)	-4	-1	-2	103	-0.8	0	.	.	0	0.0
CC(C)CN(C(=O)COC(=O)c1cc(=O)[nH]c2ccccc12)c1c(N)n(Cc2ccccc2)c(=O)[nH]c1=O	3	6	2	106	0.4	-1	-2	0	4	-0.1
O=C1CC(c2ccco2)CC(O)=C1C=NCC1CCNCC1 (centres undefined)	-6	-3	1	98	-1.3	4	.	-2	-16	-0.1
O=C(Nc1ccc2c(c1)OCCO2)C1CC1c1ccccc1 (centres undefined)	-5	-5	-6	102	0.8	-4	-2	-2	-4	-0.1
COc1ccccc1C1=NOC(Cn2c(NCCOCCO)nc3c2c(=O)n(C)c(=O)n3C)C1 (centres undefined)	11	8	2	105	1.0	6	-20	6	2	-0.2
CC(C)N(Cc1ccccc1)C(=O)CN1C(=O)COc2ccc(S(=O)(=O)N3CCCCCC3)cc21	-2	-3	-4	95	-0.2	4	-3	1	20	-0.2
CCCCCCn1cc(C(=O)OCC)c(=O)c2cc(F)c(F)cc21	-3	1	1	100	3.1	21	2	1	-3	0.1
Cc1ccc(NC(=O)C(C)OC(=O)c2ccc(NC(=O)CC#N)cc2)cc1S(=O)(=O)N1CCOCC1 (centres undefined)	2	-1	-1	94	0.4	0	-7	7	-3	0.0
CSc1cccc(NC(=S)Nc2cc(C)ccc2C)c1	3	-5	-1	85	-1.0	-2	-15	4	-3	0.0
CN(CCNC(=O)c1ccc(CS(=O)(=O)c2c(Cl)cccc2Cl)o1)CCc1ccccc1	3	-9	-3	99	-0.3	24	-2	-9	5	-0.3
O=C(c1ccc(-c2cccc(C(F)(F)F)c2)o1)N1CCOCC1	-4	-5	0	97	5.6	-2	0	-9	-6	0.0
COc1cnn(-c2ccccc2)c(=O)c1SCc1ccc(Cl)c(Cl)c1	-8	-9	-7	101	-4.2	1	-5	0	-7	-0.1
CCCCNC(=O)CSc1nnc(Cc2ccccc2)n1CC1CCCO1 (centres undefined)	3	-2	-1	94	0.1	-2	-3	7	0	0.1
COc1ccc(OC)c(CNC(=O)c2coc(=O)c3ccccc23)c1	-2	-5	-1	102	0.3	-3	-7	4	2	0.1
NC(=O)CN1CCN(c2ccccc2F)CC1	1	-1	-2	97	-2.6	-3	-6	11	20	-0.3
COc1ccc(NC(=O)c2ccc3snnc3c2)cc1	.	-5	-1	99	-1.5	0	.	-12	-8	-0.2
Cc1nc2c(C)c(C)c(C)c(C)c2nc1C	6	5	-2	97	0.3	3	5	-8	-1	0.2
CCc1c(C(=O)NCCc2cccc(C)c2)[nH]c(C)c1C(C)=O	.	-11	-6	98	-0.4	3	-11	-2	-6	0.2
COc1cccc(/C=C/C(=O)OCC(=O)NCc2ccco2)c1	-1	-1	-1	93	3.7	0	-19	2	-1	0.1
Nc1ccc(S(=O)(=O)Nc2nccc(/C=C/c3ccc(Cl)cc3Cl)n2)cc1	-2	-3	-3	104	0.8	-1	-5	3	-2	0.0
O=C(N/N=C/c1ccncc1)c1ccccc1OCc1ccc(Br)cc1	11	-4	11	100	0.9	83*	-14	0	34	0.2
COc1cc(OC)c2c(-c3ccccc3)cc(=O)oc2c1C(CCN1CCCC(C)C1)c1ccc2c(c1)OCO2 (centres undefined)	-7	-8	-7	98	-3.5	-4	-5	-5	-18	-0.7
COc1ccc(F)cc1S(=O)(=O)Nc1ccc2c(c1)OCCO2	-3	1	0	103	-3.3	4	10	.	-21	0.0
CCCn1c(C)cc(/C=C(\C#N)C(=O)OCC(=O)NC(=O)NC(C)(C)C)c1C	-4	8	3	101	-1.1	0	.	1	-2	0.4
CC(C)[C@H](NS(=O)(=O)/C=C/c1ccccc1)C(=O)OCC(=O)NC(N)=O	2	-1	2	97	0.9	2	-3	-14	4	-0.2
Cc1cc(C(=O)NNC(=O)CCCCC(=O)NNC(=O)c2cc(C)[nH]n2)n[nH]1	-3	-2	1	99	-0.2	-2	-15	1	0	0.1
COC(CN(C)C(=O)c1ccc(CS(=O)(=O)c2ccccc2C)o1)OC	-10	-3	-2	97	0.3	0	-4	5	1	-0.1
Cn1c(=O)oc2cc(S(=O)(=O)N3CCC(C(=O)N4CCc5ccccc5C4)CC3)ccc21	25	-3	0	98	0.5	-1	-6	2	-8	-0.2
O=C(CCc1cccc(Cl)c1)N1CCCC(Nc2ccccc2)C1 (centres undefined)	20	1	-1	103	-0.4	0	-16	2	3	-0.1
O=S(=O)(NCc1ccccn1)c1ccc(Cl)c(C(F)(F)F)c1	-4	0	0	99	-0.3	1	-7	1	7	0.0
O=C(O)c1sccc1SCc1ccc(Cl)cc1Cl	13	4	3	101	0.5	0	-5	2	0	-0.2

# Looked up above:
# CaV13 ICDI inh, CCCCCCn1cc(C(=O)OCC)c(=O)c2cc(F)c(F)cc21 = 2
# H9c2 protect, CSc1cccc(NC(=S)Nc2cc(C)ccc2C)c1 = -3

# New compounds follow
smiles	Vif inh	m5-HT2A agonist	N-glyco inh	ABCB6 inh 2	hiPSC survival	Granule exo inh	CaV13 ICDI inh	PDI turbidity	H9c2 protect	aDG glyco up
Cc1ccc(OCCNC(=O)c2ccccc2F)cc1	7	-1	0	98	-0.7	-2	-3	2	0	-0.1
Cc1ccc(OCc2nnc(-c3ccc(Cl)cc3)o2)cc1	34	-1	2	96	0.1	2	-20	5	2	-0.1
O=C(O)C1CSC(c2ccc(O)c([N+](=O)[O-])c2)N1 (centres undefined)	-11	0	3	101	-0.7	-6	7	2	0	0.1
O=C(CSc1nnnn1C1CCCC1)Nc1ccc2c(c1)OCCO2	7	-1	0	99	3.1	0	-9	-5	1	0.1
CCCCCCn1c(=O)n2n(c1=O)C[C@]1(OC(=O)NC3CC3)CN(S(=O)(=O)c3ccc(C)cc3)C[C@]1(O)C2	2	6	-2	95	0.7	-3	-4	-4	-6	0.0
O=c1[nH]c(C2CCCN(S(=O)(=O)c3ccccc3)C2)nc2c1nnn2Cc1ccc2c(c1)OCCO2 (centres undefined)	2	4	-2	102	-0.2	-2	-2	5	15	0.0
C[C@H](NS(=O)(=O)c1ccc(Cl)c(Cl)c1)C(=O)OCc1cc(=O)n2cc(Br)ccc2n1	-10	-1	0	92	0.2	-2	-5	-3	4	0.6
CCc1cccc(NC(=S)N2CCC(c3ccccc3)C2)c1 (centres undefined)	4	-11	0	96	-0.1	9	-6	-1	-8	0.0
Cc1cccc(NC(=O)Cn2nnc(C(=O)Nc3ccc(F)c(Cl)c3)c2N)c1	2	9	1	96	0.1	0	-6	0	5	-0.2
CC(C)OCCCNC(=O)Cc1ccc(Br)cc1	4	2	3	102	0.1	0	-5	0	7	-0.2
CC(C)C1N=C2c3ccccc3N=C(SCC(=O)NCCc3ccc(S(N)(=O)=O)cc3)N2C1=O (centres undefined)	2	-6	1	98	0.6	1	-4	-6	3	0.1
Cc1ccc(-c2nc3c(C)cc(Br)cn3c2Cc2ccsc2)cc1	.	-4	10	101	0.0	-5	-5	.	1	0.0
Cn1c2ccccc2c2nnc(SCC(N)=O)nc21	-7	7	3	89	-0.8	5	-2	4	0	-0.2
CC(C)COC(=O)N1C[C@H](O)C[C@H]1C(=O)Nc1ccc(Cl)cc1	-10	-2	-1	101	-0.1	10	-19	-16	2	-0.1
Cc1ccc(S(=O)(=O)N(C)CC(=O)N2CCCCCCC2)cc1	-1	0	-2	95	-0.3	0	-5	-1	-7	0.0
COCC(C)n1c(SCC(=O)Nc2oc(C)c3c(C)n[nH]c(=O)c23)nc2ccccc2c1=O (centres undefined)	-1	1	4	93	0.0	-6	-5	0	6	0.3
N/C(Cc1ccc([N+](=O)[O-])cc1)=N\OC(=O)C(c1ccccc1)c1ccccc1	3	1	16	100	-0.8	0	.	7	-5	0.7
CC(C)Sc1nc2ccccc2[nH]1	-1	2	1	93	-0.2	-2	2	2	-5	0.0
